MC4R antag cAMP = blocks human MC4R cAMP signaling; P32245; MC4R-expressing cells, MTII-stimulated cAMP, LANCE TR-FRET; inhibition, % at 6.5 µM; hit rate 0.48% among 360,000; AID 540295;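 active = inhibition above its plate's cutoff, the mean of tested wells on that plate plus 3 SD, cut at about 29% in these data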;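 also: 0% = Melanotan II alone and 100% = Melanotan II plus saturating MCL0020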
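System: U2OS cells stably expressing human melanocortin 4 receptor (MC4R). Reagent: Melanotan II challenge after compound preincubation. Doses: 6.5 µM. Times: 30-min compound, 1-h challenge, 1-h detection, room temperature. Measured by: TR-FRET with Eu-cAMP and labeled anti-cAMP, 671 nm. Replicates: singlicate.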
SRC2 inh = human SRC2 (NCOA2) inhibition | inhibition, % at 9 µM | HEK293 GAL4-SRC2 luciferase reporter, luminescence | hit rate 0.17% among 370,000 | Q15596 | AID 651957;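 active = inhibition above the mean inhibition of all tested compounds plus 3 SD, set per campaign, cut at about 52% in these data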;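 also: 0% = DMSO treated cells and 100% = cells given Gossypol at 36 µM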
Cardio protect = modulators protecting cardiomyocytes from myocardial damage. H9c2 cardiomyocytes, H2O2 injury protection, ATPLite, 2 h. AID 588492. protection from H2O2 cell death, % at 20 µM. hit rate 0.63% among 360,000;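 active = compounds giving at least 50% protection of heart cells from peroxide-induced death in the single-dose screen, raw or plate-pattern-corrected value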;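 also: 0% = DMSO wells with peroxide and 100% = DMSO wells without peroxide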
N-glyco inh = blocks N-linked glycosylation in D54 reporter cells; D54 ERlucT glycosylation luciferase reporter, 24 h; percent of 100 nM tunicamycin response; reporter increase, % at 12.5 µM; hit rate 0.23% among 360,000;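 active = mean luciferase reporter signal, scaled so untreated is 0 and the glycosylation-blocking control 100, at or above a set limit in every replicate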;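 also: luciferase carries N-glycosylation sites so blocking glycosylation raises the light; 0% = median of neutral control wells and 100% = median of 100 nM tunicamycin wells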
ABCB6 inh 2 = human ABCB6 transporter inhibition; Q9NP58; K562-ABCB6 porphyrin accumulation, flow cytometry, 1 h; stronger effect = lower value; fluorescence ratio to DMSO, % at 10 µM; hit rate 0.19% among 360,000; AID 602162;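 active = fluorescence ratio to DMSO below 75%, the collection mean minus 3 SD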;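 also: signal is porphyrin accumulated inside mitochondria; 100% equals median channel fluorescence of DMSO control wells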
Target sequence (Q9NP58 whole entry, looked up): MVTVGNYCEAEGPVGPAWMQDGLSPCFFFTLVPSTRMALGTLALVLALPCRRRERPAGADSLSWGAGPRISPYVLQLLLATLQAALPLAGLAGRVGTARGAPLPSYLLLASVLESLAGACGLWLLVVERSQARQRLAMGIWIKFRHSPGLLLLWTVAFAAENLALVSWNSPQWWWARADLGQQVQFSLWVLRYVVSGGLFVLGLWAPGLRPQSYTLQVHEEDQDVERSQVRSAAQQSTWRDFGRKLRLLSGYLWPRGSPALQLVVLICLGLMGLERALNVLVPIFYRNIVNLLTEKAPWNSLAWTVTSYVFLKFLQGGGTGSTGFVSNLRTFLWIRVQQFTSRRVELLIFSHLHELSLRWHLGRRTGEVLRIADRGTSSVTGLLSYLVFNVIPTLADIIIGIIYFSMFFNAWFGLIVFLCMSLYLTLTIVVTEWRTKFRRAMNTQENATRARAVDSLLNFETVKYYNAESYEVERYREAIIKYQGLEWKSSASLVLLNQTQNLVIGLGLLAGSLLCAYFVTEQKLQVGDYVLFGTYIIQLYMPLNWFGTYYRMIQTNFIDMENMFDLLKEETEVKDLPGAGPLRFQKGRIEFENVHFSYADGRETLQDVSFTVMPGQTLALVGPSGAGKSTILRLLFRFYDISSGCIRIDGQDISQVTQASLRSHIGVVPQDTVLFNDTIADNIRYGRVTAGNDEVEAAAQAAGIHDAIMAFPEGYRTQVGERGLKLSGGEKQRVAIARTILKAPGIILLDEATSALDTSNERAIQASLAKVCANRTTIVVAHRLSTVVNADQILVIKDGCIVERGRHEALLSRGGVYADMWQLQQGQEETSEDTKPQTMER
NOD2-RIPK2 inh = NOD2-RIPK2 protein interaction inhibition | O43353 | CHO BLA complementation NOD2-RIPK2, CCF4 ratio | inhibition, % at 4.98 µM | hit rate 0.38% among 360,000; in the data active = inhibition above about 21%;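 also: 0% = vehicle only and 100% = reference blocker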
ABHD5-PLIN5 inh = inhibitors of human ABHD5-perilipin-5 interaction. Q00G26+Q8WTS1. Split G. princeps luciferase complementation, luminescence, 4 h. inhibition, % at 4 µM. AID 602281. hit rate 0.78% among 360,000;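 active = inhibition above the mean inhibition across every tested compound plus 3 SD, cut at about 22% in these data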;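 also: 0% = DMSO only wells and the 100% control is not disclosed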
MC4R barr agon = activates human MC4R beta-arrestin recruitment | P32245 | U2OS MC4R beta-arrestin complementation, luminescence; percent of melanotan II response, DMSO zero | activation, % at 8.9 µM | hit rate 0.98% among 360,000 | AID 540308;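 active = activation above a per-plate cutoff, the mean activation of sample wells on that plate plus 3 SD, cut at about 8% in these data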
m5-HT2A agonist = activates the mouse 5-HT2A serotonin receptor; P35363; CHO-K1 mHTR2A beta-arrestin complementation, luminescence; percent of 30 µM serotonin response; activation, % at 7.6 µM; hit rate 0.66% among 360,000;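 active = activation above a run cutoff, the mean activation of all tested compounds plus 3 SD, cut at about 14% in these data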;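 also: 0% = plate median of compound wells and 100% = 30 µM serotonin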
TLR9-MyD88 block = TLR9-MyD88 interaction inhibition; Q9NR96+Q99836; CHO BLA complementation TLR9-MyD88, CCF4 FRET ratio; inhibition, % at 4.98 µM; hit rate 0.21% among 340,000; AID 504734;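 active = inhibition above the mean over all tested compounds plus 3 SD, cut at about 21% in these data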;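 also: 0% = DMSO only wells and 100% = clavulanate BLA inhibitor control wells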
* = called active by the depositor; . = not tested or not shown.

Values run as follows: MC4R antag cAMP	SRC2 inh	Cardio protect	N-glyco inh	ABCB6 inh 2	NOD2-RIPK2 inh	ABHD5-PLIN5 inh	MC4R barr agon	m5-HT2A agonist	TLR9-MyD88 block
(1) COCOCCn1cc(CN2CCS(=O)(=O)N(Cc3ccc(-c4ccc(Cl)nc4)cc3)C(C(C)C)C2=O)nn1 (configuration not stated)
  1.3	7.7	-1.8	3.3	93.0	-9.9	10.0	-1.9	1.0	-0.5
(2) O=C(OCn1nnc2ccccc2c1=O)c1ccc2c(=O)n3c(nc2c1)CCC3
  1.7	4.8	6.2	1.7	101.0	-9.5	-0.8	-0.3	-3.8	1.5
(3) COC(=O)c1c(NC(=S)NN2CCN(C)CC2)sc2c1CCC(C)C2 (configuration not stated)
  5.4	4.1	-11.6	-6.9	88.0	1.6	24.6*	0.0	0.7	-8.6
(4) Cc1nc(C(C)N(C)Cc2nc(-c3ccc4c(c3)OCO4)no2)c(C)s1 (configuration not stated)
  10.8	-22.1	-0.9	-0.6	96.0	2.9	6.3	-3.3	3.8	3.9
(5) Cc1ccccc1C(=O)NC1CCN(Cc2nnnn2CCc2ccccc2)CC1
  1.0	10.5	-2.6	0.2	101.0	-7.1	-6.0	0.9	-1.2	-9.0
(6) COc1ccc(-c2[nH]c(-c3ccc(C)cc3)nc2SCC(=O)NCc2ccco2)cc1OC
  23.9	6.8	-5.9	4.2	96.0	-8.1	3.8	0.2	3.3	-2.0
(7) Cc1ccccc1CSCC(=O)NCc1ccco1
  -4.5	-26.8	4.9	-0.7	102.0	-8.4	10.9	2.0	1.5	6.3
(8) O=C(COC(=O)C1CCN(c2ccc(C(F)(F)F)cn2)CC1)NCc1ccc(Cl)cc1Cl
  3.0	11.9	0.4	0.2	95.0	-8.2	-1.8	-2.5	-4.4	-2.2
(9) N#Cc1cc2c(nc1SCc1cccc(Cl)c1)CCCCC2
  -19.0	4.8	-14.4	-5.9	104.0	4.2	-1.6	-0.5	-4.5	-4.5
(10) O=C(O)COCC(=O)Nc1ccc(Oc2ncnc3cc(Cl)ccc23)nc1
  -2.4	-39.5	4.0	-0.2	97.0	-14.3	-3.0	-1.3	5.5	.
(11) COc1cccc(C(CNC(=O)C(c2ccccc2)c2ccccc2)N(C)C)c1 (configuration not stated)
  2.4	10.7	9.0	-2.2	92.0	-3.2	-25.4	-1.5	-1.6	-8.7
(12) O=C(NCc1cccnc1)c1cn(-c2ccccc2)nc1-c1ccccc1
  4.8	-20.2	-1.9	-1.7	95.0	0.2	0.5	-1.8	0.6	-0.9
(13) C=CCC1(NCc2ccco2)CCN(CC)CC1
  -3.4	7.6	2.5	-1.1	97.0	-2.5	-2.5	2.5	3.0	-8.4
(14) O=C(NC(Cc1ccccc1)C(=O)O)c1ccccc1 (configuration not stated)
  11.2	9.7	2.7	0.5	98.0	-2.5	-1.2	0.8	1.1	-7.3
(15) COc1cccc(NC(=O)CC2Oc3ccccc3NC2=O)c1 (configuration not stated)
  17.3	3.5	0.7	-2.6	101.0	-3.2	7.5	-2.5	-0.9	-2.6
(16) CCCCC(=O)Nc1ccc2c3c(cccc13)C(=O)N2CC
  -10.0	-10.0	10.8	13.2	99.0	1.9	-2.2	-1.5	0.9	-0.2
(17) COc1cc(CNCCO)cc(Cl)c1OCc1ccccc1Cl
  19.5	-10.4	18.7	-1.9	177.0	-1.2	8.7	1.0	-3.2	-8.9
(18) Nc1nc2c(ncn2[C@@H]2O[C@H](CNCC3=Cc4cc(O)ccc4OC3)[C@@H](O)[C@H]2O)c(=O)[nH]1
  .	-42.2	0.7	2.1	96.0	-4.0	-4.0	.	-3.7	.
(19) Cc1cccc(OCc2nnc(SCC(=O)Nc3nccs3)o2)c1
  12.2	-2.9	1.0	0.1	102.0	-1.1	-0.8	2.1	4.4	-5.8
(20) O=C1C=CC(=Nc2ccc3c(c2)Cc2ccccc2-3)O1
  -6.1	-24.4	-4.8	-0.6	99.0	-0.4	0.2	-0.7	4.2	-7.2
(21) Cc1c(C#N)sc(C(N)=O)c1C
  -7.3	0.5	-2.2	0.6	100.0	-11.3	10.4	-1.3	4.2	-0.8
(22) COc1cccc(CNc2ccc(N3CCC(C)CC3)cc2)c1OC
  -1.0	1.5	-9.5	2.7	101.0	0.6	-3.5	0.4	-2.9	-5.9
(23) CC(C)n1c(CCC(=O)O)ccc1-c1ccccc1
  1.5	-3.5	1.8	1.0	97.0	-13.6	1.6	1.6	-0.5	4.2
(24) O=C(CO/N=C/c1ccc(OC(F)F)cc1)NC1CCCCC1
  -3.8	2.3	0.5	-0.3	100.0	-2.2	-6.4	-1.9	-2.9	-5.4
(25) Cc1c(NC(=O)c2ccc(S(=O)(=O)N3CCOCC3)cc2)c(=O)n(-c2ccccc2)n1C
  1.1	0.1	-3.2	0.7	92.0	0.3	2.4	0.3	5.6	1.4
(26) O=C(N/N=C/c1ccc(Br)s1)c1c[nH]c2ccccc12
  4.9	-37.2	-6.5	3.7	99.0	0.0	-4.2	-1.6	-6.5	-4.2
(27) COc1ccc(CN(C(C)=O)c2cccc(C)c2C)cc1
  -7.0	-5.0	15.0	7.3	106.0	3.9	-0.6	-1.4	-2.2	-3.9
(28) Cc1cc(C)cc(OCc2ccc(C(=O)O)o2)c1
  8.2	-36.5	-2.6	0.6	95.0	1.4	-4.1	-1.7	-1.4	1.4
(29) Cc1cc(NS(=O)(=O)c2cccc([N+](=O)[O-])c2)no1
  5.8	-19.8	-2.7	1.4	101.0	-11.2	-1.2	-1.8	1.2	0.9
(30) Cc1ccc(NC(=O)c2ccc(NC3=NC4CS(=O)(=O)CC4S3)cc2)cc1 (configuration not stated)
  11.3	10.3	0.6	3.5	100.0	1.5	0.9	-2.6	-6.3	4.9
(31) C=CCOC(=O)CCCC(=O)NC1CCCCC1
  14.6	0.0	4.9	2.1	104.0	6.8	2.1	1.1	0.2	2.0
(32) CCCCN1C(=O)C2C3C=CC(C2C1=O)C1C2C(=O)N(CCCC)C(=O)C2C31 (configuration not stated)
  10.4	11.8	4.3	1.6	97.0	-2.3	-3.9	-2.8	2.8	0.8
(33) CCOC(=O)N1CCN(C(=O)c2ccc3c(=O)n(Cc4ccccc4OC)c(=S)[nH]c3c2)CC1
  4.9	-9.5	1.9	-2.0	87.0	-4.0	11.9	-2.0	-1.7	-0.9
(34) O=C(c1ccccc1)c1cnc(-c2ccc(Cl)cc2)s1
  6.0	-25.3	-8.2	-17.3	98.0	-8.4	-2.3	2.2	-0.7	3.8
(35) COc1ccccc1C(=O)Nc1ccc(OCC(=O)N2C(C)CCCC2C)cc1 (configuration not stated)
  0.4	-10.0	-13.1	-1.9	97.0	-14.8	7.6	-0.9	2.7	8.7
(36) COc1ccc(C(=O)NC(=O)CSc2nc3nc(C)cc(C)n3n2)cc1
  0.9	8.3	4.9	1.3	97.0	-9.5	6.3	1.6	-8.9	4.0
(37) Cc1oc(-c2cccc(Cl)c2)nc1CN1CCC(C(=O)NCCCN2CCCC2=O)CC1
  6.4	12.7	4.8	1.1	103.0	0.2	10.3	-0.3	-4.7	-3.6
(38) Cc1cc(=O)oc2cc(OCCc3ccccc3)ccc12
  -10.8	-72.8	1.4	-10.3	100.0	4.7	5.5	0.2	-3.5	2.8
(39) CSc1ccc(S(=O)(=O)NC(C)c2ccccc2)cc1 (configuration not stated)
  -5.5	-25.1	2.7	-0.1	99.0	1.2	-1.4	-1.6	-6.9	.
(40) Oc1c(Br)cc(Br)cc1CNc1ccc(F)cc1
  2.5	-2.3	-15.8	-0.6	97.0	-0.7	-5.3	3.4	-1.4	-0.9
(41) O=S(=O)(c1ccc(Br)cc1)c1nc(-c2ccco2)oc1NCC1CCCO1 (configuration not stated)
  18.6	-21.9	-1.4	0.4	101.0	8.5	1.7	1.1	-0.2	-3.4
(42) c1ccc(C2=NC(c3ccccc3)N=C(c3ccccc3)N2)cc1
  -3.1	-14.0	13.1	-0.1	105.0	-4.8	2.7	-1.8	4.8	-9.3
(43) CC(=O)Nc1ccc(S(=O)(=O)N2CCN=C2C)cc1
  2.0	4.4	4.2	0.2	92.0	-0.2	-3.7	0.4	4.3	1.8

10 of the compounds above, in transposed form.
[31] C=CCOC(=O)CCCC(=O)NC1CCCCC1
[32] CCCCN1C(=O)C2C3C=CC(C2C1=O)C1C2C(=O)N(CCCC)C(=O)C2C31 (configuration not stated)
[33] CCOC(=O)N1CCN(C(=O)c2ccc3c(=O)n(Cc4ccccc4OC)c(=S)[nH]c3c2)CC1
[34] O=C(c1ccccc1)c1cnc(-c2ccc(Cl)cc2)s1
[35] COc1ccccc1C(=O)Nc1ccc(OCC(=O)N2C(C)CCCC2C)cc1 (configuration not stated)
[36] COc1ccc(C(=O)NC(=O)CSc2nc3nc(C)cc(C)n3n2)cc1
[37] Cc1oc(-c2cccc(Cl)c2)nc1CN1CCC(C(=O)NCCCN2CCCC2=O)CC1
[38] Cc1cc(=O)oc2cc(OCCc3ccccc3)ccc12
[39] CSc1ccc(S(=O)(=O)NC(C)c2ccccc2)cc1 (configuration not stated)
[40] Oc1c(Br)cc(Br)cc1CNc1ccc(F)cc1

| entry no. | 31 | 32 | 33 | 34 | 35 | 36 | 37 | 38 | 39 | 40 |
| --- | --- | --- | --- | --- | --- | --- | --- | --- | --- | --- |
| MC4R antag cAMP | 14.6 | 10.4 | 4.9 | 6.0 | 0.4 | 0.9 | 6.4 | -10.8 | -5.5 | 2.5 |
| SRC2 inh | 0.0 | 11.8 | -9.5 | -25.3 | -10.0 | 8.3 | 12.7 | -72.8 | -25.1 | -2.3 |
| Cardio protect | 4.9 | 4.3 | 1.9 | -8.2 | -13.1 | 4.9 | 4.8 | 1.4 | 2.7 | -15.8 |
| N-glyco inh | 2.1 | 1.6 | -2.0 | -17.3 | -1.9 | 1.3 | 1.1 | -10.3 | -0.1 | -0.6 |
| ABCB6 inh 2 | 104.0 | 97.0 | 87.0 | 98.0 | 97.0 | 97.0 | 103.0 | 100.0 | 99.0 | 97.0 |
| NOD2-RIPK2 inh | 6.8 | -2.3 | -4.0 | -8.4 | -14.8 | -9.5 | 0.2 | 4.7 | 1.2 | -0.7 |
| ABHD5-PLIN5 inh | 2.1 | -3.9 | 11.9 | -2.3 | 7.6 | 6.3 | 10.3 | 5.5 | -1.4 | -5.3 |
| MC4R barr agon | 1.1 | -2.8 | -2.0 | 2.2 | -0.9 | 1.6 | -0.3 | 0.2 | -1.6 | 3.4 |
| m5-HT2A agonist | 0.2 | 2.8 | -1.7 | -0.7 | 2.7 | -8.9 | -4.7 | -3.5 | -6.9 | -1.4 |
| TLR9-MyD88 block | 2.0 | 0.8 | -0.9 | 3.8 | 8.7 | 4.0 | -3.6 | 2.8 | . | -0.9 |

Assay outcomes: PubChem, several laboratories

An excerpt; the hit share may differ from the screen's.
